CDK5 p35 inh – blocks human CDK5/p35 kinase activity; inhibition, % at 10 µM; Recombinant CDK5/p35, ADP-Glo luminescence, 60 min; Q00535+Q15078; hit rate 0.01% among 330,000;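 active means highest replicate inhibition of at least 50% and at least 75% of replicates reaching 50%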;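 further: plate controls were DMSO neutral control for no effect and GW8510 at 10 µM for full effect; many of its hits are not listed in these tables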
Keap1-Nrf2 PPI – inhibitors of human Keap1-Nrf2 protein-protein interaction; Q14145; Keap1 Kelch-Nrf2 peptide fluorescence polarization, 1536-well; inhibition, % at 9.4 µM; hit rate 0.15% among 340,000; AID 504523; in the data active means inhibition above about 12%;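 further: human Keap1 Kelch domain with fluorescein labeled Nrf2 9mer peptide probe; 0% = neutral control wells and 100% = peptide positive control; higher means more block of Keap1 binding to Nrf2 peptide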
Target sequence (Q14145 whole entry, looked up, the tested form may be a part): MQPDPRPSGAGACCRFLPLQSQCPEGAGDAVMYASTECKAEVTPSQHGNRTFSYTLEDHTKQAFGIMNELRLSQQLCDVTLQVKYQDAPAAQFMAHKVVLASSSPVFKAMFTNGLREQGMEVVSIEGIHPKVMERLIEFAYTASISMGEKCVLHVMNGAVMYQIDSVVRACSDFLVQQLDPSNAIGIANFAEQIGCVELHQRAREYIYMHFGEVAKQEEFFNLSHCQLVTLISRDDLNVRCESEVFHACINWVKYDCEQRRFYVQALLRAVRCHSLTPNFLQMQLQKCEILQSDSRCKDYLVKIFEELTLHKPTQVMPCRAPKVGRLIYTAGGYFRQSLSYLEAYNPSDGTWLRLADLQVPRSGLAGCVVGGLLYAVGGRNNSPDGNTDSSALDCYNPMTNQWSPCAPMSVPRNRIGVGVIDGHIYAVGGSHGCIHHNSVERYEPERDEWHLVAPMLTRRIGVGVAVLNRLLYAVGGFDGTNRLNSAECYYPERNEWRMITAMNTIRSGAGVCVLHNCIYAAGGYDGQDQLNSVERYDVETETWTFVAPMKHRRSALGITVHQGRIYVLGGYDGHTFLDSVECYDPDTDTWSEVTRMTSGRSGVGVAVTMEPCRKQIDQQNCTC
LANA DNA inh – KSHV C-LANA DNA binding inhibition. hit rate 0.078% among 340,000. AID 504423. inhibition, % at 9 µM. MBP-C-LANA/FAM-LBS DNA binding, fluorescence polarization;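 active means highest replicate inhibition at or above 60% at 9 µM, even if other replicates fall short; inactive means all replicates below 60% inhibition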;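 further: 0% = neutral control wells and 100% = 4 µM acridine orange control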
SUMO Mot1 rescue – inhibitors of SUMOylation pathway: yeast Mot1-301 growth rescue; S. cerevisiae Mot1-301 growth rescue, ATP luminescence, 38.5C; percent above DMSO median, 100 means doubled; growth rescue, % at 18.8 µM; hit rate 1% among 320,000;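 active means every valid replicate shows activation above 250% relative to neutral control wells; inactive means the rest, any valid replicate at or below 250%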;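 further: OY570 slx delta 5 strain wells were the positive control but not used for scaling; some compounds called inactive have numbers as strong as hits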
RTF Ca sens inh – cardiac RTF calcium desensitization; P19429+P45379; IANBD-labeled cardiac RTF, Ca2+ fluorescence; inhibition, % at 7.15 µM; hit rate 0.12% among 340,000;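 active means inhibition above the mean inhibition of all tested compounds plus 3 SD, cut at about 17% in these data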;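 further: assay run at fixed EC70 calcium of 1.6 mM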
dFosB activator – enhances mouse delta FosB homodimer DNA binding; P13346; purified delta FosB, TAMRA-CDK5 oligo fluorescence polarization; percent of positive-control signal above neutral wells; activation, % at 25 µM; hit rate 0.99% among 340,000;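 active means mean activation above about 17%, with every replicate also reaching it, limit read from the data, passing the limit was not always enough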;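 further: fluorescence polarization rise as delta FosB binds a TAMRA Cdk5 AP-1 oligo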
Target sequence (P13346 whole entry, looked up): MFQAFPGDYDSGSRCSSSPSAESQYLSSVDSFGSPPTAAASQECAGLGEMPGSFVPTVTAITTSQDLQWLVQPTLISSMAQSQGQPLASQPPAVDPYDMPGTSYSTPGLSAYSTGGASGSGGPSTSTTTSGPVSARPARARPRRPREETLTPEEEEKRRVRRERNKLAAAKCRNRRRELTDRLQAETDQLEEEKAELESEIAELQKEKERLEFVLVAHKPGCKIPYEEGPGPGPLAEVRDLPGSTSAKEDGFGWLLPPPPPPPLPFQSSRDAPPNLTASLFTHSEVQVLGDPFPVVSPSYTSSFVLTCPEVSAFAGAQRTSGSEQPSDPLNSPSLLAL
RTF Ca sens act – cardiac RTF calcium sensitization | activation, % at 7.2 µM | IANBD-labeled TnC RTF fluorescence at EC20 calcium; 0% EC20 calcium, 100% full calcium | hit rate 0.24% among 340,000;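 active means activation above the mean over all tested compounds plus 3 SD, cut at about 30% in these data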;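 further: rise in fluorescence read as greater calcium sensitivity of cardiac thin filaments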
Rtt109 Vps75 – inhibitors of Candida albicans Rtt109/Vps75 histone acetyltransferase | Q5AAJ8 | purified Rtt109/Vps75, ThioGlo CoA-SH fluorescence, 4 h | inhibition, % at 34.9 µM | hit rate 0.16% among 330,000 | AID 540336;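 active means inhibition of at least 50% in every replicate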
PvdQ inh – P. aeruginosa PvdQ acylase inhibition | AID 488965 | purified PvdQ acylase, fluorescence plate reader | hit rate 0.063% among 340,000 | inhibition, % at 10 µM; in the data active means inhibition above about 30%, passing the limit was not always enough;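 further: 0% = vehicle neutral wells and 100% = reference inhibitor wells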
PfHsp90 set2 – inhibits growth of yeast expressing Plasmodium falciparum Hsp90. S. cerevisiae expressing PfHsp90, BacTiter-Glo ATP, 48 h; yeast lacking PDR1 and PDR3 efflux regulators. AID 504621. inhibition, % at 9.4 µM. hit rate 0.32% among 310,000;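 active means every replicate shows inhibition above about 80%, whatever the replicate mean, limit read from the data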;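 further: 0% = DMSO neutral controls and 100% = 20 µM radicicol positive controls; yeast relying on Plasmodium falciparum Hsp90 in place of its own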
NSD2 HMT inh – inhibitors of human histone methyltransferase NSD2 | O96028 | NSD2 peptide methylation, AlphaScreen, 120 min | inhibition, % at 12.5 µM | hit rate 0.54% among 310,000; in the data active means inhibition above about 50%
* marks the source's active call; other numbers are inactive results; nt = not tested or not shown; & = joins results of further samples.

| canonical_smiles | CDK5 p35 inh | Keap1-Nrf2 PPI | LANA DNA inh | SUMO Mot1 rescue | RTF Ca sens inh | dFosB activator | RTF Ca sens act | Rtt109 Vps75 | PvdQ inh | PfHsp90 set2 | NSD2 HMT inh |
| --- | --- | --- | --- | --- | --- | --- | --- | --- | --- | --- | --- |
| COc1ccc(N2CCN(C(=O)NCc3cccc(OC)c3)CC2)cc1 | -0.7 | -3 | 2.6 | 27 | -25 | -9 | -3 | -2 | -7 | -4 | 0 |
| Cc1ccc2nc(N3CCN(C(=O)c4ccco4)CC3)c3nncn3c2c1 | 0.9 | 4 | -1.2 | -5 | -4 | -10 | -3 | 8 | -7 | 10 | 4 |
| COc1ccc(N2CCN(c3oc(Cc4cccc5ccccc45)nc3C#N)CC2)cc1 | -1.1 | 1 | 3.2 | -4 | -1 | -8 | 0 | -5 | -5 | 8 | 2 |
| Cc1ccc(N(CC(=O)N2CCN(Cc3ccccc3)CC2)S(C)(=O)=O)cc1C | 0.8 | 1 | -0.4 | -2 | -16 | -9 | -2 | -3 | -12 | 0 | 1 |
| CCOc1ccc(Nc2nc(Cc3nnc(SCC(=O)O)o3)cs2)cc1 | 5.0 | -2 | 4.6 | 1 | -4 | -1 | -1 | 19 | 4 | -4 | 7 |
| Cc1cc(C)nc(Sc2ccc([N+](=O)[O-])cc2[N+](=O)[O-])n1 | -0.3 | -3 | -3.0 | -27 | -5 | -6 | 2 | 5 | 12 | -27 | -3 |
| COc1ccc(Cc2nnc(SCC(=O)Nc3ccc(C)cc3C)[nH]c2=O)cc1 | -0.6 | -6 | -1.3 | -19 | -9 | -5 | 7 | 17 | -1 | 0 | 1 |
| O=C1CCN(Cc2ccc(Cl)cc2Cl)C(=O)N1 | -0.7 | 2 | -0.8 | nt | -6 | 2 | -4 | 7 | -1 | -46 | -2 |
| CC(C)[C@H](NC(=O)c1cccc(CN(Cc2ccccc2)C(=O)c2ccccc2)c1)C(=O)O | -0.7 | -2 | 1.2 | -10 | -8 | -9 | 9 | -3 | 8 | -2 | -1 |
| CNC(=O)Oc1ccc2c(c1)[C@]1(C)CCN(C)[C@@H]1N2C | -0.5&-1.1 | -6&-8 | 1.5&-0.1 | 1&13 | -7&-7 | -4&0 | 1&-3 | 0&2 | -9&-12 | 27&7 | nt |
| CC1=C(C(=O)Nc2ccc(Cl)cc2)C(c2ccco2)NC(=O)N1 (centres undefined) | -1.9 | -4 | -1.0 | -24 | -9 | -4 | 2 | 5 | -12 | 14 | -1 |
| Cc1cccc(-c2nc(CN3CCCC(C(=O)NC4CCC(C)CC4)C3)c(C)o2)c1 (centres undefined) | -0.3 | 2 | 0.3 | 3 | 4 | -10 | -4 | 9 | 5 | -24 | 1 |
| O=C(Cn1c(CN2CCCCC2)nc2ccccc2c1=O)Nc1ccccc1 | 6.8 | -2 | 1.0 | 9 | 3 | -9 | 5 | 0 | -8 | 4 | -3 |
| COc1ccc(-c2c(-c3ccc(OC)c(C)c3O)n[nH]c2C)cc1 | -3.8 | 0 | 0.8 | 25 | -10 | -7 | -3 | 1 | -8 | 10 | 4 |
| COc1ccc(-c2noc(CSc3nnc(-c4ccccc4)n3C)n2)cc1 | 0.7 | -4 | -0.9 | 5 | 1 | -6 | 2 | -4 | 7 | 10 | 1 |
| Cn1nnnc1SCC(=O)Nc1cc(C(=O)O)cc(C(=O)O)c1 | -2.1 | -3 | -1.2 | -9 | 6 | 0 | 1 | -4 | 6 | -17 | -6 |
| O=C(CCCC(=O)c1ccccc1)NCCc1ccccc1F | -0.1 | 1 | 1.9 | 9 | -12 | -1 | -2 | -4 | -9 | -3 | -2 |
| CCOc1ccc2[nH]cc(C(=O)N3CCN(CC)CC3)c(=O)c2c1 | -0.3 | -3 | -0.4 | 12 | 7 | -11 | -4 | -4 | -5 | -28 | 3 |
| Cc1ccc(C(=O)OCC(=O)N(CC(C)C)c2c(N)n(Cc3ccccc3)c(=O)[nH]c2=O)s1 | 0.7 | -7 | -1.1 | -2 | -8 | -13 | 5 | 13 | -5 | -3 | -2 |
| COc1ccccc1NC(=O)c1ccc(NS(C)(=O)=O)cc1 | -0.4 | -2 | 0.0 | 152 | 0 | 9 | -5 | -8 | -8 | -36 | -2 |
| COc1ccc(Cl)cc1Nc1ncnc2sc(C)c(S(=O)(=O)N3CCC(C)CC3)c12 | 0.3 | 4 | -0.2 | -19 | -1 | -9 | 7 | -3 | 10 | 13 | -4 |
| Cc1ccccc1NC(=O)Cn1c(C)nc2ccc(N)cc2c1=O | 0.9 | -1 | 1.6 | -13 | -14 | 1 | 0 | -3 | -11 | -3 | -5 |
| CC(=O)N1CCN(C(=O)CSc2nc3c(cnn3-c3ccccc3)c(=O)[nH]2)CC1 | -0.6 | 1 | 0.1 | -3 | -1 | -1 | 2 | -3 | -8 | 9 | -1 |
| Cc1cc(C)c(C#N)c(Nc2ccccc2)n1 | -0.3 | -4 | 0.6 | 4 | -7 | 11 | 1 | 5 | -8 | -2 | 0 |
| O=C(NC1(C(F)(F)F)NC(=O)N(Cc2cccnc2)C1=O)c1ccncc1 (centres undefined) | -2.4 | 2 | 1.2 | 171 | 0 | -5 | -2 | -3 | -7 | 12 | -1 |
| CC(C)CCNC(=O)c1ccc(NC(=O)C2=CSCCO2)cc1 | -3.0 | -1 | 0.6 | 1 | -8 | 2 | -3 | 9 | 4 | 1 | -1 |
| COc1cc2oc(=O)cc(-c3cccc(-c4cccc(C)c4)c3)c2c(OC)c1OC | -1.9 | -3 | 1.2 | nt | -2 | -3 | -5 | -7 | -6 | 2 | nt |
| CCC(C)N1C(=O)S/C(=C/c2ccc(N3CCOCC3)cc2C)C1=O (centres undefined) | 0.0 | -5 | -0.3 | 9 | 3 | -2 | 7 | 0 | -10 | 4 | -2 |
| CN(C)C(CNc1ncnc2sc3c(c12)CCCC3)c1ccco1 (centres undefined) | 1.4 | -1 | -0.8 | 7 | -9 | -8 | -1 | -1 | -9 | nt | 5 |
| CCNC(=O)C1CC(=O)N(c2ccc(OCC)cc2)C1 (centres undefined) | -2.1 | -2 | -0.8 | -5 | 0 | -2 | 3 | nt | -17 | 0 | 10 |
| CCCN(CC1CC1)C(=O)COC(=O)c1[nH]c(C)c(C(=O)OCC)c1C | 0.3 | 0 | 2.5 | 6 | -1 | -2 | 6 | -5 | -11 | 4 | 0 |
| CC(C)c1ccc(N(C(=O)c2ccco2)C(C(=O)NC2CCCC2)c2ccncc2)cc1 (centres undefined) | 3.4 | -3 | -1.8 | -11 | 9 | -8 | -7 | 23 | 2 | -18 | 2 |
| Cn1cc(Br)c(C(=O)N2CCN(c3cccc(Cl)c3)CC2)n1 | 0.2 | 4 | -0.7 | 5 | 3 | 4 | -2 | nt | 1 | -19 | 0 |
| COCCNC(=S)N(CCc1c(C)[nH]c2ccc(OC)cc12)Cc1ccco1 | -0.5 | 2 | 1.9 | 10 | -7 | -7 | -2 | -1 | -9 | -9 | 2 |
| COc1ccc(Cl)cc1NC(=O)C1CCCO1 (centres undefined) | 2.1 | 4 | 0.9 | 5 | -11 | 6 | 3 | -4 | -13 | 4 | 1 |
| Nc1[nH]c(N=NC(=O)c2ccc(Cl)cc2)c2ccccc12 | -0.4 | -1 | 0.7 | -8 | 1 | 4 | 1 | 8 | -4 | -7 | -1 |
| C/C(=N\Nc1ccc(C(=O)O)cc1)c1ccc2c(c1)Nc1ccccc1S2 | -0.8 | -2 | 5.7 | -24 | -4 | -15 | -4 | 15 | -4 | -13 | nt |
| CCS(=O)(=O)c1nc2ccccc2n1CC(=O)N1CCOCC1 | -0.4 | -5 | -1.2 | -4 | -4 | 8 | -3 | 3 | -14 | 10 | -2 |
| C#CCOCCOCCOCCNc1nc(N2CCN(C(=O)CCCCCCCCCCNC(=O)[C@H]([C@@H](C)CC)n3cc(CCCCCN)nn3)CC2)nc(N2CCN(C(=O)CCCCCCCCCCNC(=O)[C@H](CCCCN)n3cc(CCCC(=O)O)nn3)CC2)n1 | -0.9 | -6 | -0.7 | -12 | -16 | -31 | 5 | -1 | -2 | 28 | nt |
| CC(=O)N1CCc2c(sc(NC(=O)C3CCCCC3)c2C(N)=O)C1 | -1.4 | -2 | 7.2 | -1 | -15 | -2 | 0 | 0 | -14 | -32 | nt |
| COC(=O)c1cc(=O)n(CCc2ccccc2F)c(=Nc2ccc(F)c(Cl)c2)s1 | -1.8 | -7 | 1.6 | -3 | -1 | -12 | -3 | -3 | -7 | -7 | nt |
| Cc1ccc(-c2cccc(C(=O)NCc3ccccc3)n2)c2ccccc12 | -1.6 | -2 | -0.3 | -8 | -7 | 3 | 5 | -21 | 1 | -22 | nt |
| CCOC(=O)NC(=O)CSc1ccc(S(=O)(=O)N2CCCCC2)cn1 | -11 | -3 | -1.0 | -5 | -11 | 5 | 5 | 4 | -3 | -43 | -1 |
| CSc1nsc(SCc2ccc(Cl)cc2)n1 | -0.4 | -6 | -2.3 | -6 | 3 | -2 | -7 | 4 | 21 | nt | nt |
| O=C(CSc1nc(-c2ccco2)cc(C(F)(F)F)n1)Nc1ccc(C(=O)N2CCOCC2)cc1 | 0.5 | -2 | -1.1 | nt | -9 | 2 | 2 | 10 | -10 | -8 | -2 |
| O=C(CCC(=O)c1ccc(Cl)cc1)OCC(=O)c1ccccc1 | 1.1 | 2 | 3.4 | 3 | -5 | 6 | 5 | 10 | 0 | -26 | 1 |
| CC(=O)c1cc(NC(=O)c2ccccc2)c(=O)oc1C | -3.2 | -4 | 0.8 | 17 | -5 | -3 | -1 | 1 | -11 | 20 | 2 |
| COc1cccc(CN2C(=O)Nc3ccccc3C(=O)N2C(C)(C)C)c1 | -0.7 | -6 | -1.0 | -29 | -3 | -6 | 7 | 16 | 1 | -3 | -2 |
| Cc1cc(OCc2ccc(C(=O)n3cccn3)o2)ccc1Cl | -8.2 | -6 | 1.9 | 69 | -1 | -1 | -2 | 1 | -7 | 35 | 4 |
| COC(=O)C1(CC2CC(c3cccc(Br)c3)=NO2)CCN(C(=O)OC(C)(C)C)CC1 (centres undefined) | -0.9 | -1 | -1.0 | -3 | -11 | -9 | -2 | 7 | -4 | -19 | nt |
| COc1ccc(C(=O)NC(=O)CSc2n[nH]c(N)n2)cc1 | 2.3 | -6 | 0.7 | 16 | 1 | -3 | -4 | 5 | -4 | 3 | 0 |
| CC(C)(CO)NC(=O)Nc1ccc(Cl)c(Cl)c1 | 1.9 | -2 | -0.6 | 271 | -3 | 1 | -2 | 16 | 8 | 3 | 0 |
| C=CCN(c1ccccc1OC)S(=O)(=O)c1cccc(C(=O)OCC(=O)c2c(N)n(C)c(=O)n(C)c2=O)c1 | -1.9 | 5 | 0.5 | nt | -10 | -6 | -7 | -6 | -10 | 13 | 1 |
| O=C(NC(=S)Nc1ccccc1O)c1cccnc1 | 0.5 | -1 | 0.0 | 6 | -4 | -1 | -2 | -3 | -10 | 6 | 28 |
| O=C(COC(=O)c1ccccc1SCC(=O)NC1CCS(=O)(=O)C1)NC1CCS(=O)(=O)C1 (centres undefined) | 0.3 | 6 | 1.9 | 125 | -2 | 1 | 4 | -9 | -7 | -12 | -2 |
